Screening data: PubChem, National Center for Advancing Translational Sciences (NCATS)
3T3 cytotox – Cytotoxic Profiling in NIH 3T3 Cell Line of Diverse Libraries Using Quantitative High-Throughput Screening | NIH 3T3 viability, CellTiter-Glo ATP luminescence, 48-72 h | Potency, µM (highest dose often 96.7 µM), without a hit: top-dose activity change, negative = cytotoxicity, usual class: inhibitors | actives 4.3% (n = 94,000) | AID 1345082, 2018; further: potency means the concentration at half of the fitted maximal effect; nearly all actives have a fitted effect of over 55% in size
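Mouse fibroblast NIH 3T3 cells, 400 per well, received compound via pintool and were incubated for 48 or 72 hr prior to CellTiter-Glo ATP luminescence measurement.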
IP6K1 inhibitor – Primary qHTS assay for small molecule inhibitors of Inositol hexaphosphate kinase 1 (IP6K1). Inositol hexakisphosphate kinase 1 (Homo sapiens), Q92551. IP6K1 kinase, ADP-Glo luminescence, 2 h; hits give low values. activity change, % (series mostly up to about 58 µM). actives 0.81% (n = 140,000). AID 1645851, 2021; in the data active means activity change below about -25%
Target sequence (Q92551 whole entry, looked up): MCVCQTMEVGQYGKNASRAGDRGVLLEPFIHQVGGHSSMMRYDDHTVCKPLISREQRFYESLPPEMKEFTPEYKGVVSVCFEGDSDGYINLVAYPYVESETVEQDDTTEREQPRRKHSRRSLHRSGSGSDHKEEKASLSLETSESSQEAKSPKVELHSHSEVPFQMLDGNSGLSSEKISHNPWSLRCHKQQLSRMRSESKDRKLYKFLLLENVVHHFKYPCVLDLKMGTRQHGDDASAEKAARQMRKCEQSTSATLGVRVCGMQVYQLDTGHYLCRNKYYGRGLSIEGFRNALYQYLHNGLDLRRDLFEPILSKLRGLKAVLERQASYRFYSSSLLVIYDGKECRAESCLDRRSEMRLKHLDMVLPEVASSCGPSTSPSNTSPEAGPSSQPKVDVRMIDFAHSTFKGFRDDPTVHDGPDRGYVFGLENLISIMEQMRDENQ
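ADP-Glo luminescence measures ADP made by human IP6K1 during a 2 h RT reaction with ATP/IP6 (mix at 1.3 mM/130 uM); top library doses 57.5 and 19.1 uM final.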
GPT2 inh – Primary qHTS assay for inhibitors of Glutamate pyruvate transaminase 2 (GPT2). actives 0.25% (n = 100,000). Potency, µM (series often up to 57.7 µM), for inactives: at the highest dose activity change, negative = inhibition, hits mostly inhibitors. Alanine aminotransferase 2 (Homo sapiens), Q8TD30. Recombinant GPT2, coupled pyruvate oxidase/HRP Amplex Red fluorescence. AID 1671188, 2021; further: potency means the concentration at half of the fitted maximal effect; nearly all actives have a fitted effect of over 60% in size; many of its hits are not listed in these tables
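Fluorescence of coupled pyruvate oxidase/HRP/Amplex Red system (50uM Amplex, 30 min, dark) reports pyruvate formed by GPT2. Enzyme reaction: 10ng/uL GPT2, 2mM L-alanine, 250uM a-KG, 30 min room temperature, pH 7.5; 50uM AOA control.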
SNCA expr inhib – Primary qHTS assay for inhibitors of alpha-synuclein gene (SNCA) expression; HEK-293 SNCA-luciferase knock-in, luminescence, 24 h; Potency, µM (doses to about 57.2 µM), for the others: top-dose activity change, negative = inhibition, hits mostly inhibitors; actives 0.17% (n = 140,000);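 further: potency means the concentration at half of the fitted maximal effect; plate controls were DMSO cells for no effect and cell-free wells for full effect; nearly all actives have a fitted effect of over 45% in size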
HEK293 tox – Cytotoxic Profiling in HEK 293 Cell Line of Diverse Libraries Using Quantitative High-Throughput Screening | HEK 293 viability, ATP luminescence (CellTiter-Glo), 48-72 h | Potency, µM (series often up to 115 µM), for inactives: at the top dose activity change, negative = cytotoxicity, hits mostly inhibitors | actives 6.6% (n = 94,000); further: potency means the concentration at half of the fitted maximal effect; nearly all actives have a fitted effect of over 60% in size
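CellTiter-Glo luminescence (cellular ATP) was read after 48 or 72 hr of compound exposure at 37 degree Celsius. Cells were HEK 293 plated at 250 cells/well.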
SNCA viab count – GF-AFC viability counterscreen for inhibitors of alpha-synuclein gene (SNCA) expression. HEK-293-SNCA-luc viability, GF-AFC fluorescence, 24 h. Potency, µM (titrated, usually from 57.1 µM), inactives show at the highest dose activity change, negative = cytotoxicity, usual class: cytotoxic. actives 0.12% (n = 150,000);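 further: potency means the concentration at half of the fitted maximal effect; 0% = DMSO-treated cells and -100% = medium-only wells without cells; nearly all actives have a fitted effect of over 30% in size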
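Cytotoxicity counterscreen: after 24 h compound treatment of genome-edited SNCA-luciferase HEK-293 cells, live-cell protease substrate GF-AFC read by fluorescence after 30 min; activity scaled between DMSO (0%) and medium-only (-100%), curves Hill-fitted.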
FLuc inh – Firefly luciferase inhibition profiling of diverse chemical library using quantitative high-throughput screening | actives 2.5% (n = 76,000) | Potency, µM (titrated, usually from 115 µM), for the others: at the top dose activity change, negative = inhibition, actives largely listed as inhibitors | purified P. pyralis luciferase, luminescence, biochemical | Luciferin 4-monooxygenase (Photinus pyralis), P08659; further: potency means the concentration at half of the fitted maximal effect; nearly all actives have a fitted effect of over 65% in size
Target sequence (P08659 whole entry, looked up): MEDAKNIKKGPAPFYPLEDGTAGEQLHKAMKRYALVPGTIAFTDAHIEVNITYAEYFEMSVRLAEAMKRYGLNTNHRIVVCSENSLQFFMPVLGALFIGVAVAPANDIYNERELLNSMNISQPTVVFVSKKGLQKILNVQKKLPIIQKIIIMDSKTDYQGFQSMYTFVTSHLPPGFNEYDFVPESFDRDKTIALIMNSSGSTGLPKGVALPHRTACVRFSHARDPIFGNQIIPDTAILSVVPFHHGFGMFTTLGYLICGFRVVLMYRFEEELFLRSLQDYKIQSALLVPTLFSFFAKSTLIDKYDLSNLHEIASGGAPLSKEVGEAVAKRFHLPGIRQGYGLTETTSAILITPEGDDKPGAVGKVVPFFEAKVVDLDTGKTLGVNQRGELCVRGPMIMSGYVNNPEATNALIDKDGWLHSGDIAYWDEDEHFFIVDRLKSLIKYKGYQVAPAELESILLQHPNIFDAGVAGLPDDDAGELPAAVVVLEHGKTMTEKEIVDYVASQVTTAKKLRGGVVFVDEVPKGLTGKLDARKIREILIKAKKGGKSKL
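Purified 10nM P. pyralis luciferase with 10uM D-luciferin and 10uM ATP in 50mM Tris acetate pH 7.5, 10mM Mg acetate, 0.01% Tween-20, 0.05% BSA. qHTS titration; luminescence read by CCD imager.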
Starred values were filed as active, the others as inactive; i = inactive; u = inconclusive; x = not tested or not shown; [ ] = remark or other dose. Unless noted, the call rests on the fitted dose curve; in most records, active means well fitted curve in the direction sought with a large enough effect; inconclusive means small, poorly fitted or top-dose-only effect, or another doubt; inactive means no such curve, though single readings can be large; an effect the other way counts as inactive or inconclusive. Unless noted, on the % scale 0 is the no-effect control and ±100 the full control effect.

[1] O=C(NCc1ccc(F)cc1)c1ccc(NC(=O)N2CC3CCCN3c3ccccc32)cc1 (configuration not stated)
[2] Cc1ccc(CNC(=O)C2CCCN(S(=O)(=O)c3cn(C)cn3)C2)cc1 (configuration not stated)
[3] Cn1ccc2c(C(=O)NCC3CCC(=O)N3)nc(-c3ccccc3O)cc21 (configuration not stated)
[4] COc1ccc(C(=O)N2CCC(c3nn(-c4ccc(F)cc4)c(=O)[nH]3)CC2)cc1
[5] COCC(=O)NC[C@H]1O[C@H](Cc2cc(CN(C)C)on2)CC[C@@H]1O

Compound	1	2	3	4	5
SNCA expr inhib	-18%	-8%	7%[87.6 µM]	-6%	-2%[87.6 µM]
3T3 cytotox	x	x	40µM*	-20%	-19%[174 µM]
HEK293 tox	x	x	u	-11%	u
FLuc inh	x	x	-3%[172 µM]	0%	0%[172 µM]
IP6K1 inhibitor	-13	7	-7	5	-13
SNCA viab count	3%	1%	1%[87.6 µM]	-23%	-1%[87.6 µM]
GPT2 inh	x	x	1%[88.5 µM]	i	-3%[88.5 µM]

In a second layout: three of the compounds above.
| entry | SMILES | SNCA expr inhib | 3T3 cytotox | HEK293 tox | FLuc inh | IP6K1 inhibitor | SNCA viab count | GPT2 inh |
| --- | --- | --- | --- | --- | --- | --- | --- | --- |
| 4 | COc1ccc(C(=O)N2CCC(c3nn(-c4ccc(F)cc4)c(=O)[nH]3)CC2)cc1 | -6% | -20% | -11% | 0% | 5 | -23% | i |
| 2 | Cc1ccc(CNC(=O)C2CCCN(S(=O)(=O)c3cn(C)cn3)C2)cc1 (configuration not stated) | -8% | x | x | x | 7 | 1% | x |
| 3 | Cn1ccc2c(C(=O)NCC3CCC(=O)N3)nc(-c3ccccc3O)cc21 (configuration not stated) | 7%[87.6 µM] | 40µM* | u | -3%[172 µM] | -7 | 1%[87.6 µM] | 1%[88.5 µM] |

Other entries follow.
[6] COCCCNC(=O)N1CCCC(COc2ccccc2C(=O)N2CCCCC2)C1 (configuration not stated)
[7] O=C(CN1C(=O)CC(c2ccc(F)cc2)=Nc2ccccc21)NCc1ccccc1Cl
[8] COc1ccc(N2CC(C(=O)NCc3cccc(Cl)c3)NC2=O)cc1 (configuration not stated)
[9] O=C1CCN(C(=O)C2CCOCC2)CCCC(c2nc(-c3cccnc3)no2)CCN1 (configuration not stated)
[10] CCCCn1cc2c(c1-c1ccc(Br)cc1)c(=O)n(C)c(=O)n2C

Compound	6	7	8	9	10
SNCA expr inhib	-13%	3%	-6%	15%	u
3T3 cytotox	4%	x	-21%	-13%	x
HEK293 tox	i	x	-6%	-10%	x
FLuc inh	7%	x	0%	-2%	x
IP6K1 inhibitor	-9	6	7	36	32
SNCA viab count	-12%	-19%	7%	-5%	-7%
GPT2 inh	3%	x	-10%	i	x

[11] CCOCc1nc(C2CCCN(C(=O)c3ccsc3)C2)no1 (configuration not stated)
[12] O=C1CO[C@H]2CCN(Cc3cccs3)CC[C@@H]2N1Cc1ccccc1
[13] CCOc1ccccc1C(=O)N(Cc1cccs1)c1ccc(Cl)cc1
[14] COc1ccc(CN2CCOC[C@H]2c2ncc(-c3ccc(S(C)(=O)=O)cc3)[nH]2)cc1
[15] O=C(NC[C@H]1OC[C@@H](N(Cc2cnc[nH]2)Cc2cnc[nH]2)[C@@H]1O)C1CCCC1

Compound	11	12	13	14	15
SNCA expr inhib	12%	19%[87.6 µM]	u	u	11%[87.6 µM]
3T3 cytotox	-3%	u	x	-19%[174 µM]	-4%[174 µM]
HEK293 tox	5%	u	x	u	i
FLuc inh	-1%	1%[172 µM]	x	-5%[172 µM]	6%[172 µM]
IP6K1 inhibitor	18	0	-4	-1	2
SNCA viab count	9%[12.5 µM]	-5%[87.6 µM]	-21%	-4%[87.6 µM]	4%[87.6 µM]
GPT2 inh	i	-15%[88.5 µM]	x	4%[88.5 µM]	i

[16] CC(C)CNC(=O)/C=C/CCCCc1ccc2c(c1)OCO2
[17] CCOC(=O)[C@@H]1[C@@H](OC(N)=O)C(=O)N(C(C)C)C12CCN(S(=O)(=O)c1ccccc1)CC2
[18] O=C(O)c1ccc2c(c1)N(S(=O)(=O)c1ccccc1F)CC2
[19] CCOc1ccccc1Nc1nc(-c2ccc(C)cc2)c(CC(=O)O)s1
[20] CN1CCc2c(sc3c2C(=O)NC(c2ccc(OC(=O)c4ccc(Cl)cc4)cc2)N3)C1 (configuration not stated)

Compound	16	17	18	19	20
SNCA expr inhib	x	x	-9%	49%	-17%
3T3 cytotox	x	u	u	x	x
HEK293 tox	x	2%	-28%	x	x
FLuc inh	x	x	-10%	x	x
IP6K1 inhibitor	-8	13	-10	-8	-2
SNCA viab count	-1%	x	-3%	-3%	24%
GPT2 inh	-3%[27.3 µM]	x	-3%	x	x

[21] COc1ccc(-n2c(Cc3ccccc3)nnc2SCc2nc(-c3cccs3)no2)cc1
[22] c1ccc(CNc2nc(NCc3ccccc3)c3ccccc3n2)cc1
[23] CCN(c1cccc(C)c1)S(=O)(=O)c1c(C)nc2sc(C)cn2c1=O
[24] COc1cccc2ccc(-c3nccn3CC3(CO)CCOCC3)nc12
[25] CC(=O)N1CCn2cc(C(=O)NCc3ccc(Cl)nc3)nc2C1

Compound	21	22	23	24	25
SNCA expr inhib	u	4%	-16%	36%[activator]	0%
3T3 cytotox	x	x	x	-8%	i
HEK293 tox	x	x	x	i	i
FLuc inh	x	x	x	-2%	x
IP6K1 inhibitor	-7	x	-13	2	17
SNCA viab count	-12%	-3%	-26%	2%	0%
GPT2 inh	x	i	x	5%	0%

Grouped by structure, the compounds so far with two or more sulfur atoms
[21] COc1ccc(-n2c(Cc3ccccc3)nnc2SCc2nc(-c3cccs3)no2)cc1
[23] CCN(c1cccc(C)c1)S(=O)(=O)c1c(C)nc2sc(C)cn2c1=O

Compound	21	23
SNCA expr inhib	u	-16%
3T3 cytotox	x	x
HEK293 tox	x	x
FLuc inh	x	x
IP6K1 inhibitor	-7	-13
SNCA viab count	-12%	-26%
GPT2 inh	x	x

Continued:
[26] CN(C)c1ccc(-c2nnnn2[C@H]2CO[C@H]3[C@@H]2OC[C@@H]3NC(=O)Nc2ccc(Oc3ccccc3)cc2)cc1
[27] Nc1ncnc2c1c(-c1ccc(Oc3ccccc3)cc1)nn2[C@@H]1CCCNC1
[28] COc1cccc(CNC(=O)Cn2cc3c(n2)-c2c(oc(C(=O)N4CCOCC4)c2C)CC3)c1
[29] CCCCCCC1CCC(C(=O)NC(C(=O)O)C(C)C)CC1 (configuration not stated)
[30] COc1ccc(-c2nc3scc(CCNS(=O)(=O)c4cc(F)ccc4OC)n3n2)cc1OC

Compound	26	27	28	29	30
SNCA expr inhib	u	x	-12%	-15%	62%[activator]
3T3 cytotox	-30%	x	x	x	x
HEK293 tox	-23%	x	x	x	x
FLuc inh	-20%	x	x	x	x
IP6K1 inhibitor	4	-10	34	4	-8
SNCA viab count	-8%	-35%	1%	-3%	u
GPT2 inh	i	i	x	x	x

[31] Cc1cc(C)nc(N2CCC(COc3ccc4c(cnn4CCC(=O)O)c3)CC2)n1
[32] CC(=O)OC[C@]12[C@H](OC(C)=O)C(=O)[C@@H]3[C@@H](OC(C)=O)[C@@]14O[C@@]3(C)COC(=O)c1cccnc1[C@@H](C)[C@H](C)C(=O)O[C@@H]([C@H](OC(C)=O)[C@@H]2OC(C)=O)[C@]4(C)O
[33] COCC(=O)N[C@@H]1CN(Cc2cnn(C(C)C)c2)C[C@H]1CO
[34] CCOc1ccc(C(=O)N2CCCC3(C2)NC(=O)N(Cc2ccccc2)C3=O)cc1 (configuration not stated)
[35] Cc1ccc(NC(=O)Cn2ccn3nc(-c4ccc(F)cc4)c(CO)c3c2=O)c(Cl)c1

Compound	31	32	33	34	35
SNCA expr inhib	-21%[87.6 µM]	x	8%	8%	8%
3T3 cytotox	-26%[138 µM]	x	2%	-29%	-2%
HEK293 tox	u	x	-7%	-23%	-8%
FLuc inh	7%[172 µM]	x	3%	11%	10%
IP6K1 inhibitor	-6	6	-3	15	11
SNCA viab count	1%[87.6 µM]	-18%[23.9 µM]	-5%	1%	1%
GPT2 inh	-24%[88.5 µM]	i	1%	i	i

[36] COCc1cn(C[C@H]2C[C@@H](NCc3nccn3C)[C@H](O)[C@@H]2O)nn1
[37] CCOCC(=O)N1CCCC(c2cc(N3CCOCC3)nc(C)n2)C1 (configuration not stated)
[38] O=C(CC1CCCN(c2cnn(CC3CC3)c(=O)c2)C1)NCC1CC1 (configuration not stated)
[39] CCCn1c(C)cnc1CC1CCCN(C(=O)c2ccncc2)C1 (configuration not stated)
[40] Cc1cnc(C2CCC2)n1CCC1CCN(C(=O)c2ccc3ccccc3n2)CC1

Compound	36	37	38	39	40
SNCA expr inhib	-4%	-8%	-18%	-8%	12%
3T3 cytotox	i	-7%	-27%	-15%	u
HEK293 tox	i	-4%	3%	-11%	u
FLuc inh	-3%	13%	7%	-5%	x
IP6K1 inhibitor	12	-6	9	0	9
SNCA viab count	2%	2%	4%	13%	-25%
GPT2 inh	-8%	-20%	i	3%	i

[41] CCN1c2cc(C(=O)N3CCN(c4ccccc4)CC3)ccc2C(=O)N2CCCCCC21 (configuration not stated)
[42] Cc1ccc(Nc2ccnc(N3CCCC3C(=O)NCc3ccc(F)cc3)n2)cc1 (configuration not stated)
[43] COCCCn1c(=O)c(C(=O)N2CCC(C#N)CC2)nc2cccnc21
[44] CC1=C(C(=O)Nc2cccc(C(F)(F)F)c2)C2(CCCCCC2)OC1=O
[45] CCOc1ccc(-c2cn3nc(CC(C)C)sc3n2)cc1
[46] CC(C)Oc1cccc(-c2ccc(C(=O)N(C)C)cc2)c1
[47] CCC(=O)Nc1ccc(S(=O)(=O)NCc2cccn2Cc2cccc(C)c2)cc1
[48] Cc1noc(C)c1-c1cc2c(cc(C)n2C)c(-c2cccc([S+](C)(=O)[O-])c2)n1

Compound	41	42	43	44	45	46	47	48
SNCA expr inhib	-20%	-5%	-5%	-9%	64%[activator]	11%	u	55%[activator][87.6 µM]
3T3 cytotox	-23%	u	-8%	x	x	u	x	14µM*
HEK293 tox	28µM*	u	-3%	x	x	35µM*	x	u
FLuc inh	-3%	x	x	x	x	u	x	-19%[172 µM]
IP6K1 inhibitor	16	-6	14	-4	47	0	7	-9
SNCA viab count	-7%[12.5 µM]	0%[12.5 µM]	2%	-9%	-7%	-14%	u	5%[87.6 µM]
GPT2 inh	4%	i	i	x	x	3%	x	3%[88.5 µM]

Not a hit list. Share with any hit: about 7.7%.
